Screens from PubChem BioAssay.
NPR1 activator: GC-A stimulated cGMP production enhancers – HEK293 GC-A cells, cGMP TR-FRET, EC30 ANP, primary screen; Atrial natriuretic peptide receptor 1 (Homo sapiens), P16066; 0% at EC30 ANP, 100% saturating ANP; activation, % at 10 µM; 370,000 compounds, 0.14% hits; AID 1671463, 2021; in the data active means activation above about 40%
Target sequence (P16066 whole entry, looked up): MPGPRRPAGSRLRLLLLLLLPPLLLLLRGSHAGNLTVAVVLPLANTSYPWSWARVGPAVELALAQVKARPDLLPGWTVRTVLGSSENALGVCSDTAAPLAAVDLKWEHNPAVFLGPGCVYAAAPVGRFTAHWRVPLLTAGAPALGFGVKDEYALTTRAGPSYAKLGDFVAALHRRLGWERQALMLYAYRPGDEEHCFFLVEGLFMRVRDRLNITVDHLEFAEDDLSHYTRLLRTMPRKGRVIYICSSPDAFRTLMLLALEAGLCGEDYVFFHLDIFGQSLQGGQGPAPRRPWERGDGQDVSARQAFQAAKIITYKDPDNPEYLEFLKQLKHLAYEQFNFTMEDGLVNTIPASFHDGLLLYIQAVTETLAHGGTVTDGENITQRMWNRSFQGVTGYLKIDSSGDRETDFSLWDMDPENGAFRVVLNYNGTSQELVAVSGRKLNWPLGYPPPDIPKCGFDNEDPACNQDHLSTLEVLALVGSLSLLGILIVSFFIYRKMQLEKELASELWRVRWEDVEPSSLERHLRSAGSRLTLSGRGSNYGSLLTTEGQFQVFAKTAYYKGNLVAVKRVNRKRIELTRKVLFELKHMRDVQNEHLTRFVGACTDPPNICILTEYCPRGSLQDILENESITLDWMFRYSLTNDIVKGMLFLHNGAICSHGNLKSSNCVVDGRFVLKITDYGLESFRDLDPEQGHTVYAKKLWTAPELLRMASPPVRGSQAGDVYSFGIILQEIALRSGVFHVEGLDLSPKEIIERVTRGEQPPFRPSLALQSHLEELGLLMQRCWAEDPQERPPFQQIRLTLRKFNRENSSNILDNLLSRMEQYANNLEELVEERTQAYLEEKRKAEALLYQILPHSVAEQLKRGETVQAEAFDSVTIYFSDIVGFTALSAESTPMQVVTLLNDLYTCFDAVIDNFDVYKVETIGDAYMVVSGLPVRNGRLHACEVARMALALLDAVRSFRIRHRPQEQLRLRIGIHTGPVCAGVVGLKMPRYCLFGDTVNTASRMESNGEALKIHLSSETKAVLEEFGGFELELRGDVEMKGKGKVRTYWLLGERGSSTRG
ssDAF-12 act: S. stercoralis DAF-12 nuclear receptor activators, primary screen, cell-based, luminescence, HEK293, GRIP1 co-expression, lit1-tk-luc. HEK293 ssDAF-12/GRIP1 lit1-tk-luc reporter; % of 3 µM dafachronic acid response. activation, % at 6.8 µM. 370,000 compounds, 1% hits;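 active means activation above the mean over all tested compounds plus 3 SD, cut at about 0.9% in these data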;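 further: 0% = DMSO-only wells and 100% = 3 µM delta7-dafachronic acid wells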
DAX1 inh-1: DAX1 (NR0B1) inhibitors, primary screen, cell-based, HEK293, Gal4-DAX1, luciferase luminescence; inhibition, % at 6.75 µM; Nuclear receptor subfamily 0 group B member 1 (Homo sapiens), P51843; 340,000 compounds, 0.99% hits; HEK293 Gal4-DAX1 luciferase reporter; AID 504766, 2011;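 active means inhibition above the mean over all tested compounds plus 3 SD, cut at about 4.2% in these data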;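 further: 0% = DAX1-transfected cells with DMSO and 100% = empty-vector control cells with DMSO; inhibition shows as a rise in luminescence from relieved DAX1 repression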
ADAM10 inh: human ADAM10 inhibitors, primary screen, biochemical, QFRET, HTS; AID 720582, 2013; recombinant ADAM10, EDANS/DABCYL FRET peptide cleavage, 3 h; Disintegrin and metalloproteinase domain-containing protein 10 (Homo sapiens), O14672; inhibition, % at 7 µM; 370,000 compounds, 0.62% hits;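 active means inhibition above a per-campaign cutoff equal to the mean of compounds falling between control-based bounds plus 3 SD, cut at about 20% in these data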;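 further: 0% = DMSO wells while the 100% control is not disclosed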
hcDAF-12 act: H. contortus DAF-12 nuclear receptor activators, primary screen, cell-based, luminescence, HEK293, lit1-tk-luc reporter; HEK293 hcDAF-12 lit1-tk-luc reporter; 0% DMSO, 100% Δ7-dafachronic acid; activation, % at 6.8 µM; 370,000 compounds, 1.4% hits;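 active means activation above the mean of all tested compounds plus 3 SD, cut at about 5.5% in these data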;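 further: 100% = response to 3 µM Δ7-dafachronic acid high control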
DAX1 inh-2: DAX1 (NR0B1) inhibitors on StAR promoter, primary screen, cell-based, luminescence, SF-1 (NR5A1), full-length DAX-1. 370,000 compounds, 1.1% hits. inhibition, % at 6.8 µM. AID 652010, 2013. HEK293T StAR-luciferase reporter, SF-1/DAX-1 repression relief;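 active means inhibition above the mean over all tested compounds plus 3 SD, cut at about 3.6% in these data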;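 further: 0% = DAX-1 cells with DMSO and 100% = cells lacking DAX-1 with DMSO; higher inhibition means more luminescence from relief of DAX-1 repression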
hgDAF-12 ag: H. glycines DAF-12 receptor agonists, primary screen, cell-based, luminescence, HEK293, GAL4 fusion, UAS-luciferase. activation, % at 6.8 µM. Nuclear hormone receptor DAF-12 (Heterodera glycines), GAL4 fusion. 370,000 compounds, 1.8% hits. AID 687014, 2013. HEK293 GAL4-hgDAF12 UAS-luciferase reporter, agonist luminescence; normalized to butyrate control;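 active means activation above a cutoff set at the mean of all screened compounds plus 3 SD, cut at about 10% in these data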;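 further: 0% = DMSO wells and 100% = sodium butyrate wells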
FXN GAA850 act: FXN promoter activators, primary screen, cell-based, luciferase luminescence, HEK293 lucGAA850; activation, % at 6 µM; HEK293 lucGAA850 FXN promoter luciferase reporter, 24 h; percent of 10 µM SAHA response; 360,000 compounds, 0.56% hits; AID 540364, 2011;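 active means activation above the average of all compounds screened plus 3 SD, cutoff fixed separately per campaign, cut at about 7.5% in these data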;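 further: 0% = DMSO wells and 100% = 10 µM SAHA wells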
PG9 Ab binder: binders of HIV-1 gp120 antibody PG9, primary screen, biochemical, TR-FRET; HIV-1 gp120 / PG9 antibody interaction; TR-FRET gp120-PG9 antibody binding; inhibition, % at 6.7 µM; 360,000 compounds, 0.43% hits; AID 624416, 2012; in the data active means inhibition above about 8.5%
SMARCA2 act: SMARCA2 (BRM) function activators, primary screen, cell-based, luminescence, high throughput; MG213 cells, MMTV-luciferase reporter, dexamethasone, overnight; activation, % at 9.1 µM; 370,000 compounds, 1% hits; AID 652017, 2013; in the data active means activation above about 7.8%;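 further: 0% = vehicle wells and 100% = reference activator wells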
ADAM17 inh: ADAM17 inhibitors, primary screen, biochemical, QFRET | recombinant ADAM17, EDANS/DABCYL FRET peptide cleavage | inhibition, % at 6.95 µM | Disintegrin and metalloproteinase domain-containing protein 17 (Homo sapiens), P78536 | 370,000 compounds, 0.83% hits;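 active means inhibition above the mean of compounds lying between control limits plus 3 SD, set per campaign, cut at about 8.5% in these data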;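 further: 0% = DMSO-only wells as the low control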
* hit, by the source's call; nt = not tested or not shown.

entry	canonical_smiles	ADAM17 inh	ADAM10 inh	ssDAF-12 act	PG9 Ab binder	DAX1 inh-1	SMARCA2 act	hcDAF-12 act	FXN GAA850 act	DAX1 inh-2	hgDAF-12 ag	NPR1 activator
1	Clc1ccc(CNc2cnccn2)cc1Cl	-194.1	-481.9	-1.6	-1.7	0.5	2.0	-1.0	0.3	-0.3	0.2	-1.2
2	COc1ccc(/C(N)=N/OC(=O)C2CCCCC2)cc1	-3.7	-2.0	0.3	-1.6	1.5	3.8	0.5	5.7	5.9*	8.7	1.2
3	CCOc1ccc(C2c3c(oc4ccccc4c3=O)C(=O)N2c2ccc(C)cn2)cc1OC (stereo not drawn)	4.9	-14.4	-0.3	1.4	1.1	-1.9	0.0	1.2	0.3	-1.0	-8.9
4	COc1ccccc1N(CC(=O)N1CCCCC1)S(=O)(=O)c1ccccc1	4.1	13.1	-1.5	-0.7	-0.6	-2.5	-0.5	2.8	1.2	-2.2	-3.2
5	Cc1cc(Oc2ccc(N)cn2)cc(C)c1Cl	-0.9	2.1	-1.2	0.3	1.2	-1.7	0.8	2.0	0.3	2.6	8.3
6	CCCn1c(SCC(=O)Nc2ccc3c(c2)OCCO3)n[nH]c1=O	-2.3	-3.9	-1.1	1.2	-1.6	-1.7	-1.3	-0.1	0.7	-1.1	0.5
7	CC1CCC2C(=O)N(c3ccc(NC4CCN(Cc5ccccc5)CC4)c([N+](=O)[O-])c3)C(=O)C2C1 (stereo not drawn)	1.4	7.1	-1.3	1.1	-1.5	0.7	-1.2	-2.2	-0.7	-0.8	-3.0
8	O=c1c2ccccc2cnn1Cc1n[nH]c(=S)n1C1CC2CCC1C2 (stereo not drawn)	-5.5	10.4	-1.6	1.0	-1.9	-9.6	-2.0	3.2	-0.4	-2.8	3.9
9	O=C1NCCN/C1=C\C(=O)c1ccc(Br)cc1	0.7	3.7	0.1	-1.9	nt	6.6	3.9	4.5	1.7	10.6*	33.3
10	COCCn1c(=NC(=O)c2cc(Cl)sc2Cl)sc2cc(S(N)(=O)=O)ccc21	-5.8	-6.4	-1.3	-18.6	0.0	0.8	-0.5	2.2	0.2	0.4	0.3
11	CC(C)(C)OC(=O)N1CCC(NC(=O)c2[nH]cnc2C(=O)Nc2ccccc2)CC1	-7.1	-2.8	-1.4	-1.0	0.9	0.1	-1.4	0.4	0.6	-1.1	-0.8
12	O=C(NCc1ccc(F)cc1)c1cnc(-c2ccccn2)nc1C(F)(F)F	-4.6	66.1*	-0.8	-0.3	-0.5	-2.5	-1.1	0.5	-0.1	2.2	0.1
13	O=C(NNc1cc(Cl)cc(Cl)c1)c1c(F)cccc1Cl	1.0	6.6	-0.9	-0.8	2.9	-3.8	-1.1	-1.0	0.3	-0.8	-1.9
14	Cc1cccc(-c2nc3ccccc3c(=O)n2NC(=O)Cc2ccc(Cl)cc2)c1	0.9	7.5	-1.2	-0.8	0.7	0.2	6.7*	1.8	0.5	6.5	0.9
15	COc1cccc(C(=O)N2CCC2(C)C(=O)NC(C)C)c1 (stereo not drawn)	4.4	2.8	-1.5	-0.7	nt	0.7	-0.9	-0.1	0.3	0.7	-1.6
16	CCSC1OC(C(COC(C)=O)OC(C)=O)C(OC(C)=O)C1NC(C)=S (stereo not drawn)	-4.0	-14.1	-0.7	-1.6	3.3	-0.2	-0.8	2.8	-1.9	-2.4	0.5
17	CCOC(=O)c1ccccc1NC(=O)CN1C(=O)c2ccccc2S1(=O)=O	-4.6	3.9	-0.9	1.0	-1.4	-0.7	-1.3	0.7	1.0	-2.2	-2.6
18	CC(C)NS(=O)(=O)c1ccc(OCC(=O)NCc2ccco2)cc1	1.9	-0.3	-1.1	-0.3	-0.3	-3.3	-0.6	1.9	-0.1	-2.0	5.8
19	O=[N+]([O-])c1cccc(OCCCN2CCC(Cc3ccccc3)CC2)c1	-2.1	1.2	-0.5	-0.2	0.9	-2.5	0.1	-2.0	0.1	-1.8	-6.6
20	CCOc1ccccc1NC(=O)CSc1nnc(CNC(=O)c2ccccc2F)o1	0.9	-1.5	-1.1	-1.2	0.3	2.9	-0.1	0.2	0.0	-0.5	2.3

Compound profiles, as listed above. Order of values: ADAM17 inh	ADAM10 inh	ssDAF-12 act	PG9 Ab binder	DAX1 inh-1	SMARCA2 act	hcDAF-12 act	FXN GAA850 act	DAX1 inh-2	hgDAF-12 ag	NPR1 activator
Clc1ccc(CNc2cnccn2)cc1Cl reads -194.1	-481.9	-1.6	-1.7	0.5	2.0	-1.0	0.3	-0.3	0.2	-1.2
COc1cccc(C(=O)N2CCC2(C)C(=O)NC(C)C)c1 (stereo not drawn) reads 4.4	2.8	-1.5	-0.7	nt	0.7	-0.9	-0.1	0.3	0.7	-1.6

(more compounds)
entry	canonical_smiles	ADAM17 inh	ADAM10 inh	ssDAF-12 act	PG9 Ab binder	DAX1 inh-1	SMARCA2 act	hcDAF-12 act	FXN GAA850 act	DAX1 inh-2	hgDAF-12 ag	NPR1 activator
21	CS(=O)(=O)NNC(=O)CN1C(=O)C2C3C=CC(C3)C2C1=O (stereo not drawn)	0.9	2.9	-1.2	-1.8	0.0	1.8	-0.8	-2.0	-0.1	0.1	2.5
22	COC(=O)c1cc2ccccn2c2c(C(=O)OC)c(C(=O)OC)cc1-2	-6.4	-8.2	-1.0	-19.1	-0.4	0.3	-1.2	-6.6	-0.7	-2.0	-2.3
23	Cc1cc(Cl)ccc1NC(=O)CSc1nnc(Cc2cccs2)n1Cc1ccco1	1.0	-8.1	-0.9	0.8	-0.7	-3.4	-1.0	-1.8	-1.8	0.3	-11.2
24	O=C(N/N=C/C=C/c1ccccc1)C1CC1(c1ccccc1)c1ccccc1 (stereo not drawn)	-1.8	1.6	-1.3	0.7	-0.9	-2.6	-0.6	-2.6	0.0	0.6	-8.0
25	CCCCOc1ccc(OCCNC(=O)C2CCCN2C(=O)Nc2ccccc2)cc1 (stereo not drawn)	3.0	8.1	-1.1	-0.7	0.1	1.2	-2.5	-1.6	-0.1	0.1	0.9
26	CCCC1=C(C(=O)OCC)C(c2ccc(N(C)C)cc2)n2ncnc2N1 (stereo not drawn)	3.7	0.0	-1.7	-2.1	-0.1	-6.0	-1.7	-2.0	-1.2	0.0	1.9
27	CCOC(=O)c1ccc2nc(C)c(CCC(C)=O)c(Cl)c2c1	-5.3	-2.0	-0.8	-1.2	3.8	0.7	1.4	1.3	2.1	6.2	4.6
28	CCOC(=O)CC[C@@H]1CC[C@]2(CCCN(Cc3cccs3)C2)O1	1.9	3.0	-0.2	nt	nt	1.0	-1.6	nt	1.0	3.9	2.8
29	CCN(CC)C1=NS(=O)(=O)c2cc([N+](=O)[O-])ccc21	-2.0	-7.0	-0.9	-4.3	-1.6	-1.7	-2.0	0.3	-0.6	-1.0	4.1
30	Cc1c(C(=O)N/N=C/c2cccs2)nnn1-c1nonc1N	3.4	-69.2	-1.1	0.1	-0.1	-0.5	2.0	0.7	1.2	3.1	2.6
31	O=C(O)c1cc(S(=O)(=O)N(Cc2ccccc2)c2ccccc2Cl)ccc1Cl	-3.7	-7.3	-1.3	-0.2	1.1	-1.0	-1.2	-0.7	0.2	0.9	-0.5
32	CCOc1ccc(S(=O)(=O)N2CCCC(C(=O)NCc3ccccc3)C2)cc1 (stereo not drawn)	-0.7	3.2	-1.1	-1.3	-0.2	-2.0	0.2	-0.4	-0.5	-0.9	-0.9
33	NS(=O)(=O)c1cc(C(=O)OCC(=O)Nc2ccc3c(c2)OCO3)ccc1Cl	-8.3	-14.2	-1.3	-1.9	-0.8	0.5	-1.2	1.7	0.1	7.2	-0.8
34	CSCCC(NC(=O)COc1ccccc1)C(=O)OCCOc1ccc(Br)cc1 (stereo not drawn)	0.0	6.6	-0.5	0.7	0.7	0.4	-0.5	1.3	0.6	2.1	-4.4
35	COc1cccc(NC(=O)c2cc(-c3ccc(OC)cc3OC)nc3ccccc23)c1	-12.4	-17.1	-1.4	0.2	nt	-4.0	0.0	-1.2	-0.6	-2.0	4.4
36	CC1Cc2ccccc2N1CC(=O)NC(c1ccccc1)c1ccccc1 (stereo not drawn)	-0.9	3.2	-2.1	-0.1	-0.9	-4.5	0.4	-1.6	-0.3	1.1	-34.4
37	CCCC[N+](C)(C)CCC(=O)NC(C)(C)CS(=O)(=O)[O-]	-5.6	-7.0	-0.9	0.0	0.1	-0.1	-0.5	0.1	0.9	-2.0	-1.0
38	O=C(O)C1CC=CCC1C(=O)Nc1cc(Cl)ccc1Cl (stereo not drawn)	-3.9	-3.4	-0.2	0.4	-0.9	-1.2	2.1	0.2	0.2	0.1	-1.7
39	COC(=O)c1sccc1NC(=O)Cn1nnc(-c2ccc(C)cc2)n1	-1.8	-2.5	-1.8	-0.5	0.5	-0.8	-1.4	-1.9	0.1	2.1	-1.9
40	Nc1[nH]c(N=NC(=O)c2ccccc2)c2ccccc12	-1.2	-1.1	-0.5	0.9	1.0	-1.9	2.5	1.7	0.8	1.5	-0.1
41	CN(C)c1ccc(C(=O)NN2C(=O)c3ccccc3C2=O)cc1	-2.0	-0.7	-1.2	-2.8	0.0	0.4	-0.2	0.4	-0.2	10.7*	1.9
42	COc1cccc(C(=O)NNC(=O)C(=O)Nc2ccc(C)cc2)c1	-1.3	7.5	-0.1	-4.9	-1.4	-0.2	-0.5	0.8	0.3	-1.0	1.8
